# Screening results from PubChem.
# TDP-43 yeast inh = inhibitors of TDP-43 toxicity in yeast. TDP-43 expressing yeast growth rescue, BacTiter-Glo, 24 h. Potency, µM (titrated, usually from 46.1 µM), without a hit: at the highest dose growth rescue (activation), hits mostly activators. 410,000 compounds, 1.8% hits; note: % of control where 0% means no effect; nearly all actives have a fitted effect of over 50% in size
#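 Cell-based yeast growth screen: TDP-43 expression induced in galactose, inoculum OD600=0.02 after raffinose pregrowth to mid-log. Read-out BacTiter-Glo luminescence at 24 hr, 30 deg C; inhibition of toxicity seen as signal increase.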
# FUS suppressor = suppressors of FUS proteinopathy in yeast; S. cerevisiae FUS-expressing, growth rescue, OD600, 24 h; Potency, µM (highest dose often 76.6 µM), without a hit: top-dose growth rescue (activation), hits mostly activators; 390,000 compounds, 0.24% hits;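 note: plate controls were DMSO vehicle for no effect and reference control for full effect; nearly all actives have a fitted effect of over 55% in size; some results filed as inactive show a strong effect at the top dose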
#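 S. cerevisiae expressing FUS from galactose induction served as the toxicity model. Growth after 24hr at 30C, read as absorbance at 600 nm, indicates suppression of toxicity; compounds dosed at several concentrations.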
# EPAC2 antag = antagonists of human EPAC2; EPAC2 GEF exchange of Rap1B-BODIPY-GDP, fluorescence; 360,000 compounds, 0.18% hits; Potency, µM (doses to about 114 µM), without a hit: top-dose activity, negative = inhibition, most hits filed as inhibitors; Q8WZA2; note: % is set by controls: 0 for no effect and ±100 for the full control effect; nearly all actives have a fitted effect of over 45% in size; many of its hits are not listed in these tables
# PTHR1 agonist = activates the human parathyroid hormone receptor PTHR1 | Q03431 | HEK293 GP2 PTHR1 cells, GloSensor cAMP luminescence, 1 h | Potency, µM (titrated, usually from 115 µM), without a hit: at the highest dose activation, actives largely listed as activators | 410,000 compounds, 0.075% hits; note: nearly all actives have a fitted effect of over 55% in size; some results filed as inactive show a strong effect at the top dose; inactives centre near -15; many of its hits are not listed in these tables
# Target sequence (Q03431 whole entry, looked up): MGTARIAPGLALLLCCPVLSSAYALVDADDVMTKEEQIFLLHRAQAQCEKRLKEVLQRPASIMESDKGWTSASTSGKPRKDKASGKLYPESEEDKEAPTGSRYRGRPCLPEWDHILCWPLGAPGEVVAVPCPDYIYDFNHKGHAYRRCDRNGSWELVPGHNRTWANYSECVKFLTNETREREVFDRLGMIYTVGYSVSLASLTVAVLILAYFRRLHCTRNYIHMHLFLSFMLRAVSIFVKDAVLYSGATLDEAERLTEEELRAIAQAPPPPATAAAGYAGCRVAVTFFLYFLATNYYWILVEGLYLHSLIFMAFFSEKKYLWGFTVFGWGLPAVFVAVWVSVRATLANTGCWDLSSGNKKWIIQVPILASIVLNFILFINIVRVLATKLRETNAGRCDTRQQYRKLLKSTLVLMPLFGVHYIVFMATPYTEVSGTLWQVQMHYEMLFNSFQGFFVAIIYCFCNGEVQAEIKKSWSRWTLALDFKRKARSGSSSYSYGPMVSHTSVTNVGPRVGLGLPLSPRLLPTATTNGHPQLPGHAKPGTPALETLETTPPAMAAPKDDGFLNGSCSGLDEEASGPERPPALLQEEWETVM
#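 HEK-293-derived GP2 cells expressing PTHR1 and a GloSensor cAMP reporter, 3,000/well, plated overnight, given luciferin plus IBMX (each 0.5 mM as added) for 1 h at 37 °C, then compound for 1 h at 37 °C. Luminescence was read after 15 min at room temperature.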
# EPAC2 agonist = agonists of human EPAC2 (RAPGEF4). Potency, µM (doses to about 154 µM), without a hit: at the top dose activation, usual class: activators. 360,000 compounds, 0.079% hits. AID 720711. Q8WZA2. EPAC2 activation, biochemical qHTS; response scale: 100% = 6.5 mM cAMP response; note: nearly all actives have a fitted effect of over 50% in size
#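 qHTS, titration series. 100 nM EPAC2 / 250 nM Rap1B-BODIPY-GDP / 50 uM GDP; RT; ex 480/em 540 nm, 5-min reads to 30 min. Norm. to 6.5 mM cAMP = activation.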
# EPAC1 agonist = activates human EPAC1 exchange factor. O95398. EPAC1 agonist qHTS, biochemical assay; response scale: 100% = response to 6.5 mM cAMP. Potency, µM (series often up to 154 µM), for inactives: at the top dose activation, hits mostly activators. 360,000 compounds, 0.073% hits; note: nearly all actives have a fitted effect of over 60% in size
#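 EPAC1 100 nM, Rap1B–BODIPY-GDP 250 nM, unlabeled GDP 50 uM; compound titration; 5 min RT; kinetic read ex480/em540 at 5-min intervals ×30 min; data normalized to 6.5 mM cAMP agonist control.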
# EPAC1 antag = blocks human EPAC1 exchange factor; Potency, µM (top dose mostly 115 µM), without a hit: at the highest dose activity change, negative = inhibition, usual class: inhibitors; EPAC1 GEF assay, Rap1b-BODIPY-GDP exchange fluorescence; 360,000 compounds, 0.14% hits; O95398;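 note: plate controls were vehicle for no effect and positive control for full effect; nearly all actives have a fitted effect of over 50% in size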
# aSyn yeast inh = alpha-synuclein toxicity inhibition in yeast | Yeast expressing alpha-synuclein, growth rescue, BacTiter-Glo, 24 h | Potency, µM (top dose mostly 46.1 µM), for the others: at the top dose growth rescue (activation), usual class: activators | 370,000 compounds, 0.14% hits; note: % of control where 0% means no effect; nearly all actives have a fitted effect of over 65% in size
#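 Galactose-induced alpha-syn yeast (OD600=0.02, raffinose-pregrown) + pinned cpd, 24 hr, 30 deg C; growth by BacTiter-Glo luminescence. Growth restoration scores as activation.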
# Active calls of the source: *; i = inactive; ? = inconclusive; nt = no result given; & = joins results of further samples; [ ] = remark or other dose. Calls come from the whole dose curve; as a rule, active = well fitted curve in the direction sought with a large enough effect; inconclusive = small, poorly fitted or top-dose-only effect, or another doubt; inactive = no such curve, though single readings can be large; an effect the other way counts as inactive or inconclusive. Potency is the fitted concentration of half-maximal effect. An excerpt; the hit share may differ from the screen's.
SMILES,TDP-43 yeast inh,FUS suppressor,EPAC2 antag,PTHR1 agonist,EPAC2 agonist,EPAC1 agonist,EPAC1 antag,aSyn yeast inh
COc1ccc(C(=O)N/N=C/c2sc(N3CCOCC3)nc2-c2ccccc2)cc1OC,-25%,?,1%,-6%,4%,5%,10%,-2%
C=CCOc1cccc(C2/C(=C(\O)c3ccc(F)cc3)C(=O)C(=O)N2CCN(C)C)c1 (stereo not drawn),2%,59%,-2%,i,13%,6%,-10%,1%
CC(C)CNC(=S)NNC(=O)c1nn(C)cc1Cl,-4%,5%,2%,i,-3%,2%,-9%,5%
Cc1ccc(N2C(=O)CSC2c2ccc3c(c2)OCO3)cc1 (stereo not drawn),?,7%,-14%,-42%[inhibitor],3%,13%,16%,2%
CCOC(=O)c1ccc(S(=O)(=O)NNC(=O)c2ccc3c(c2)nc(C)n3CC)cc1,10%,11%,-5%,-15%,5%,3%,3%,-2%
CC(C)(C)NC(=O)CN1CCC(O)(c2ccc3c(c2)OCO3)CC1,10%,-9%,13%,i,-2%,-1%,13%,-4%
O=S(=O)(Oc1ccccc1)c1ccc(Cl)c(Cl)c1,16%,4%,-25%,-4%,19%,16%,-2%,10%
NC(=O)CC(NC(=O)c1cccc(Br)c1)c1ccc(N2CCN(c3ccc(F)cc3)CC2)c([N+](=O)[O-])c1 (stereo not drawn),-7%,11%,9%,-21%,11%,5%,-3%,-15%
CCOc1ccc2[nH]cc(C(=O)N3CCN(C4CCCCC4)CC3)c(=O)c2c1,-17%,-18%,8%,i,3%,-4%,6%,-4%
CC(=O)NC1(C(F)(F)F)NC(=O)N(CC(C)C)C1=O (stereo not drawn),10%,-48%,12%,i,7%,-3%,-16%,0%
CCOC(=O)c1cccc(NC(=O)CCn2nc(C)c(S(=O)(=O)N3CCCCC3)c2C)c1,-26%&10%,23%&0%,6%,-79%&-20%[inhibitor],3%,-6%,-14%,-2%
COc1cnc(SCc2ccc(Cl)c(Cl)c2)nc1Cl,-7%,7%,1%,-6%[57.5 µM],5%,9%,5%,8%
CCOC(=O)[C@]12CCC=C1N(Cc1ccc(Cl)cc1Cl)C(=O)[C@H](CC(=O)N1CCOCC1)C2,10%,3%,-15%,-19%,-4%,-14%,-26%,5%
COCCCN1C(=O)c2ccc(C(=O)O)cc2C1=O,-11%,13%,0%,i,4%,-1%,7%,0%
CC(=O)NCCc1ccc(-c2csc(NC(=O)C3CC(=O)N(C4CCCC4)C3)n2)cc1 (stereo not drawn),14%,18%,0%,-35%[inhibitor],2%,3%,-4%,-3%

# An excerpt from above in order of molar mass, ascending.
SMILES,TDP-43 yeast inh,FUS suppressor,EPAC2 antag,PTHR1 agonist,EPAC2 agonist,EPAC1 agonist,EPAC1 antag,aSyn yeast inh
COCCCN1C(=O)c2ccc(C(=O)O)cc2C1=O,-11%,13%,0%,i,4%,-1%,7%,0%
CC(=O)NC1(C(F)(F)F)NC(=O)N(CC(C)C)C1=O (stereo not drawn),10%,-48%,12%,i,7%,-3%,-16%,0%
CC(C)CNC(=S)NNC(=O)c1nn(C)cc1Cl,-4%,5%,2%,i,-3%,2%,-9%,5%
O=S(=O)(Oc1ccccc1)c1ccc(Cl)c(Cl)c1,16%,4%,-25%,-4%,19%,16%,-2%,10%
Cc1ccc(N2C(=O)CSC2c2ccc3c(c2)OCO3)cc1 (stereo not drawn),?,7%,-14%,-42%[inhibitor],3%,13%,16%,2%
CC(C)(C)NC(=O)CN1CCC(O)(c2ccc3c(c2)OCO3)CC1,10%,-9%,13%,i,-2%,-1%,13%,-4%
C=CCOc1cccc(C2/C(=C(\O)c3ccc(F)cc3)C(=O)C(=O)N2CCN(C)C)c1 (stereo not drawn),2%,59%,-2%,i,13%,6%,-10%,1%
CCOC(=O)c1ccc(S(=O)(=O)NNC(=O)c2ccc3c(c2)nc(C)n3CC)cc1,10%,11%,-5%,-15%,5%,3%,3%,-2%
CC(=O)NCCc1ccc(-c2csc(NC(=O)C3CC(=O)N(C4CCCC4)C3)n2)cc1 (stereo not drawn),14%,18%,0%,-35%[inhibitor],2%,3%,-4%,-3%
COc1ccc(C(=O)N/N=C/c2sc(N3CCOCC3)nc2-c2ccccc2)cc1OC,-25%,?,1%,-6%,4%,5%,10%,-2%
CCOC(=O)[C@]12CCC=C1N(Cc1ccc(Cl)cc1Cl)C(=O)[C@H](CC(=O)N1CCOCC1)C2,10%,3%,-15%,-19%,-4%,-14%,-26%,5%
NC(=O)CC(NC(=O)c1cccc(Br)c1)c1ccc(N2CCN(c3ccc(F)cc3)CC2)c([N+](=O)[O-])c1 (stereo not drawn),-7%,11%,9%,-21%,11%,5%,-3%,-15%

# An excerpt of these results, field by field:
COCCCN1C(=O)c2ccc(C(=O)O)cc2C1=O
  TDP-43 yeast inh: -11%; FUS suppressor: 13%; EPAC2 antag: 0%; PTHR1 agonist: i; EPAC2 agonist: 4%; EPAC1 agonist: -1%; EPAC1 antag: 7%; aSyn yeast inh: 0%
O=S(=O)(Oc1ccccc1)c1ccc(Cl)c(Cl)c1
  TDP-43 yeast inh: 16%; FUS suppressor: 4%; EPAC2 antag: -25%; PTHR1 agonist: -4%; EPAC2 agonist: 19%; EPAC1 agonist: 16%; EPAC1 antag: -2%; aSyn yeast inh: 10%

# Later entries.
SMILES,TDP-43 yeast inh,FUS suppressor,EPAC2 antag,PTHR1 agonist,EPAC2 agonist,EPAC1 agonist,EPAC1 antag,aSyn yeast inh
COCCn1nnnc1C(c1cc2cc(OC)ccc2[nH]c1=O)N1CCC(Cc2ccccc2)CC1 (stereo not drawn),0%,-14%,-3%,i,4%,1%,-26%,0%
O=C(OC(C(=O)NCC1CCCO1)c1ccc(F)cc1)c1cccs1 (stereo not drawn),-3%,4%,12%,-7%[57.5 µM],6%,0%,5%,19%
O=C1C2=C(c3ccccc31)[N+](=O)[C@@H]1CCCC[C@@H]1N2[O-],3%,-2%,0%,-29%[57.5 µM],14%,4%,12%,0%
OC(COC(c1ccc(F)cc1)c1ccc(F)cc1)CN1CCCC(C(F)(F)F)C1 (stereo not drawn),-6%,3%,-3%,-11%,0%,-6%,-11%,4%
Cc1ccc(C(=O)NCCCc2ccccc2)s1,7%,27%,11%,-20%,0%,-1%,21%,2%
CCOc1ccc(NC(=O)CSc2nnc(Cn3cnc([N+](=O)[O-])n3)n2C)cc1,6%,5%,7%,i,2%,-2%,-2%,-1%
O=C(CN1C(=O)/C(=C\c2cccs2)SC1=S)Nc1cccc(C(=O)O)c1,-9%,24%,-2%,-22%,-11%,-3%,0%,7%
O=C(CNC(=O)c1ccccc1)NCc1nc2ccccc2[nH]1,-15%,26%,-3%,i,-2%,6%,-3%,-6%
COc1ccc(CCN(Cc2cccs2)S(=O)(=O)c2ccc(-n3cnnn3)cc2)cc1OC,11%,36%,-3%,-21%,12%,1%,0%,?
COC(=O)c1c(C)[nH]c(C(=O)OCC(=O)c2ccc(C)s2)c1C,-3%,-3%,-11%,-16%,9%,-6%,-9%,1%
Cc1cccc(-n2ccc(=O)c(C(=O)Nc3ccc(S(=O)(=O)Nc4nccs4)cc3)n2)c1,2%,1%,-5%,-4%,8%,2%,-19%,3%
Nc1ccccc1SCc1cn2cccnc2n1,22%,-13%,24%,-18%,0%,3%,-4%,-2%
CCOC(=O)C1=C(C)N(CCO)C(=O)NC1c1cccc(O)c1 (stereo not drawn),7%,-20%,9%,-10%,5%,-6%,15%,1%
Cc1ccc(NC(=O)CS(=O)CC(=O)NCC2CCCO2)cc1 (stereo not drawn),13%,18%,11%,-14%,-7%,-2%,20%,-1%
COCCn1c(SCC(=O)Nc2nc(C)cs2)nnc1C(C)C,-13%,-26%,3%,-5%,11%,0%,?,-7%
O=C(CCN1C(=O)/C(=C\c2cccs2)SC1=S)Nc1nccs1,15%,nt,22%,0%,11%,-1%,8%,4%
CCc1cccc(NC(=O)CCNS(=O)(=O)c2ccc3c(c2)oc(=O)n3C)c1,3%,-3%,8%,i,0%,0%,1%,6%
Oc1c(-c2cc(-c3ccco3)[nH]n2)ccc2ccccc12,10µM*,16%,9%,-5%[57.5 µM],8%,11%,-1%,-31%[inhibitor]
NS(=O)(=O)c1ccc(NC(=S)NNC(=O)c2cccs2)cc1,-2%,7%,-4%,-33%,4%,2%,1%,10%
O=C(NC(=S)Nc1ccc(F)cc1)c1ccc2c(c1)OCCO2,?,-2%,3%,-57%[inhibitor],11%,4%,-9%,-7%
O=C(Nc1cccc([N+](=O)[O-])c1)Nc1cccs1,11%,-31%,-5%,-30%[inhibitor],17%,8%,-3%,-7%
CC1C/C(=N\NC(=O)c2cccnc2)CC(C)(C)C1 (stereo not drawn),2%,11%,2%,-25%,18%,15%,-5%,-2%
O=C(NCCC1CCCCN1S(=O)(=O)c1cccs1)C(=O)Nc1ccccc1F (stereo not drawn),19%,1%,4%,i,16%,12%,-19%,-1%
Nc1nc2ccccc2n1C(=O)c1ccco1,12%,3%,7%,-17%,6%,3%,13%,-7%
Cc1ccc(NC(=O)CCC(=O)Nc2nnc(C3CCCCC3)s2)cc1,-12%,-5%,4%,i,6%,3%,-10%,-3%
N/C(Cc1ccc([N+](=O)[O-])cc1)=N\OC(=O)CC1CCCCC1,?,3%,6%,i,2%,-1%,-4%,-60%[inhibitor]
COc1ccc(-n2c(SCC(=O)NCc3ccco3)nc3c([nH]c4ccccc43)c2=O)cc1,21%&9%,-5%&2%,-2%,i,-1%,-6%,-14%,-7%&-1%
Cc1c(Cl)cccc1NCC(=O)Nc1ccc(Cl)cc1F,?,nt,-10%,-9%,6%,14%,-8%,1%
CCC(=O)N1CCc2cc(Br)c(S(=O)(=O)NCCN3CCCCC3CC)cc21 (stereo not drawn),5%,nt,2%,i,-1%,-2%,3%,-1%
O=c1c2sc3nc(N4CCOCC4)c4c(c3c2ncn1CCc1ccccc1)CCCC4,-3%,nt,-26%,-2%,-11%,1%,-9%,5%
CCOC(=O)C(CC)n1cnc2c(nnn2-c2ccc(C)cc2)c1=O (stereo not drawn),-19%,10%,0%,11%[57.5 µM],-1%,9%,-1%,1%
Cc1ccc(NC(=O)NNC(=O)C2CCN(Cc3ccc(F)cc3Cl)CC2)cc1,7%,-29%,14%,i,-3%,-3%,-14%,-5%
CCOC(=O)N1CCN(C(=O)COC(=O)CN(C)S(=O)(=O)c2ccc(NC(C)=O)cc2)CC1,16%,nt,6%,-7%,6%,-2%,17%,6%
CNc1cnn(-c2ccc(C)cc2)c(=O)c1Sc1ccc(C)cc1,3%,-17%,0%,-25%,-2%,-10%,5%,6%
COCCn1c(CCC(=O)O)ccc1-c1cccs1,-18%,47%,-10%,24%,1%,-4%,1%,11%
